ssDAF-12 act: S. stercoralis DAF-12 activation, primary screen | 370,000 compounds, 1% hits | HEK293 ssDAF-12/GRIP1 lit1-tk-luc reporter, luminescence; % of 3 µM dafachronic acid response | activation, % at 6.8 µM;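 active = activation above the mean over all tested compounds plus 3 SD, cut at about 0.9% in these data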;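 also: 0% = DMSO-only wells and 100% = 3 µM delta7-dafachronic acid wells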
hgDAF12 agonist: activates the H. glycines DAF-12 receptor ligand-binding domain; HEK293 GAL4-hgDAF12 UAS-luciferase reporter, agonist luminescence; normalized to butyrate control; activation, % at 6.8 µM; AID 687014; 370,000 compounds, 1.8% hits;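 active = activation above a cutoff set at the mean of all screened compounds plus 3 SD, cut at about 10% in these data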;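 also: 0% = DMSO wells and 100% = sodium butyrate wells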
DAX1 inh-1: inhibits human nuclear receptor DAX1; P51843; HEK293 Gal4-DAX1 luciferase reporter, luminescence; inhibition, % at 6.75 µM; 340,000 compounds, 0.99% hits; AID 504766;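 active = inhibition above the mean over all tested compounds plus 3 SD, cut at about 4.2% in these data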;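 also: 0% = DAX1-transfected cells with DMSO and 100% = empty-vector control cells with DMSO; inhibition shows as a rise in luminescence from relieved DAX1 repression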
DAX1 inh-2: DAX1 (NR0B1) inhibition, primary screen; HEK293T StAR-luciferase reporter, SF-1/DAX-1 repression relief; inhibition, % at 6.8 µM; AID 652010; 370,000 compounds, 1.1% hits;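 active = inhibition above the mean over all tested compounds plus 3 SD, cut at about 3.6% in these data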;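 also: 0% = DAX-1 cells with DMSO and 100% = cells lacking DAX-1 with DMSO; higher inhibition means more luminescence from relief of DAX-1 repression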
NPR2 activator: GC-B (human) receptor activation; AID 1920062; activation, % at 10 µM; P20594; 370,000 compounds, 0.11% hits; HEK293-GC-B cells, CNP EC30, cGMP TR-FRET; 0% at EC30 CNP, 100% saturating CNP;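 active = activation at 10 µM reaching about 35% in either raw or pattern-adjusted values, limit read from the data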
SMARCA2 activ: SMARCA2 function activation, primary screen; MG213 cells, MMTV-luciferase reporter, dexamethasone, overnight; activation, % at 9.1 µM; 370,000 compounds, 1% hits; AID 652017; in the data active = activation above about 7.8%;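 also: 0% = vehicle wells and 100% = reference activator wells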
HGIII-sPLA2 inh: Inhibits HGIII-sPLA2 liposome hydrolysis, primary screen | QFRET BODIPY PC-A2 liposome hydrolysis, fluorescence | inhibition, % at 12.2 µM | 370,000 compounds, 0.56% hits | Q9NZ20;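 active = inhibition above mean plus 3 SD of compounds lying within the high and low control bounds, cut at about 19% in these data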;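 also: 0% = median of test compound wells and 100% = no enzyme DMSO wells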
NPR1 activator: GC-A (human) enzyme activation; P16066; HEK293 GC-A cells, cGMP TR-FRET, EC30 ANP; 0% at EC30 ANP, 100% saturating ANP; activation, % at 10 µM; 370,000 compounds, 0.14% hits; AID 1671463; in the data active = activation above about 40%
Target sequence (P16066 whole entry, looked up): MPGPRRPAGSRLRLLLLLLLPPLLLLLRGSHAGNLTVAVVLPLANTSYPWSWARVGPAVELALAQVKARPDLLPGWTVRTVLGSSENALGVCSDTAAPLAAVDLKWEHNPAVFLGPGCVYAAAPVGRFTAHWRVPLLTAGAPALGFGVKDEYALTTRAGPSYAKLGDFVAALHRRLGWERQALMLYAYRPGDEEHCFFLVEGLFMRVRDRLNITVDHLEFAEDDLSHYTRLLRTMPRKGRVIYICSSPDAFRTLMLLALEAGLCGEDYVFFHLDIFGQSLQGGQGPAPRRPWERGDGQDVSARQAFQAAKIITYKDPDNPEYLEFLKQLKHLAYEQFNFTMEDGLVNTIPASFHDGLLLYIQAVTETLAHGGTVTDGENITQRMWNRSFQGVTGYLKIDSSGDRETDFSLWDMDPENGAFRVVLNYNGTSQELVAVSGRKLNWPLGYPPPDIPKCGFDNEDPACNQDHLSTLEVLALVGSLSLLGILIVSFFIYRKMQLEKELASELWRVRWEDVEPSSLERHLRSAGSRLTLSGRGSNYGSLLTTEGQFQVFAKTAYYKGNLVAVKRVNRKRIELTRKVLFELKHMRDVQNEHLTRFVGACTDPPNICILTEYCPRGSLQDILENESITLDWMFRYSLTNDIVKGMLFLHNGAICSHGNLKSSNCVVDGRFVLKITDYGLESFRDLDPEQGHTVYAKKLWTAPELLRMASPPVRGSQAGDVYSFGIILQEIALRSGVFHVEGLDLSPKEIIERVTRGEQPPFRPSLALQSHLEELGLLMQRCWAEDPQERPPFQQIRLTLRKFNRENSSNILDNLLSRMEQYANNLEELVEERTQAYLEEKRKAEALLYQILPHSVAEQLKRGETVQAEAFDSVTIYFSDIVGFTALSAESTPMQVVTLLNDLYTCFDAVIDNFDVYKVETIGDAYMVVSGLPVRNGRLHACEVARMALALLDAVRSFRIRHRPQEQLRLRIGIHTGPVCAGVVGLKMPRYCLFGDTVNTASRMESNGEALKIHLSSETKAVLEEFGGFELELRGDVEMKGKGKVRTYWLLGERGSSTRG
hcDAF-12 act: H. contortus DAF-12 activation, primary screen; activation, % at 6.8 µM; AID 652067; 370,000 compounds, 1.4% hits; HEK293 hcDAF-12 lit1-tk-luc reporter, luminescence; 0% DMSO, 100% Δ7-dafachronic acid;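 active = activation above the mean of all tested compounds plus 3 SD, cut at about 5.5% in these data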;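 also: 100% = response to 3 µM Δ7-dafachronic acid high control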
ADAM10 inh: ADAM10 inhibition, QFRET primary screen; O14672; recombinant ADAM10, EDANS/DABCYL FRET peptide cleavage, 3 h; inhibition, % at 7 µM; 370,000 compounds, 0.62% hits; AID 720582;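 active = inhibition above a per-campaign cutoff equal to the mean of compounds falling between control-based bounds plus 3 SD, cut at about 20% in these data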;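 also: 0% = DMSO wells while the 100% control is not disclosed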
FXN GAA850 act: frataxin GAA850 promoter activation; 360,000 compounds, 0.56% hits; HEK293 lucGAA850 FXN promoter luciferase reporter, 24 h; percent of 10 µM SAHA response; activation, % at 6 µM; AID 540364;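 active = activation above the average of all compounds screened plus 3 SD, cutoff fixed separately per campaign, cut at about 7.5% in these data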;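 also: 0% = DMSO wells and 100% = 10 µM SAHA wells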
Starred values were filed as active, the others as inactive; i = inactive; . = no result given.

SMILES	ssDAF-12 act	hgDAF12 agonist	DAX1 inh-1	DAX1 inh-2	NPR2 activator	SMARCA2 activ	HGIII-sPLA2 inh	NPR1 activator	hcDAF-12 act	ADAM10 inh	FXN GAA850 act
CN(C)S(=O)(=O)c1ccc(NC(=O)c2c(F)cccc2Cl)cc1	-1.6	-2.5	-0.2	-1.0	1	0	-8	2	-1.6	0	1.0
CSCCC(NC(=O)COc1ccccc1)C(=O)N1CCCC(C)C1 (centres undefined)	-0.9	-1.4	-0.3	0.6	0	0	1	1	-2.0	-1	1.3
CCc1ccc(C(=O)NNC(=O)C2CCN(c3ncnc4sc(C)c(C)c34)CC2)cc1	-1.2	-1.5	-2.3	-2.3	-1	-3	-18	3	-2.6	2	1.3
CCCCCSc1ncccc1C(=O)O	-1.1	0.8	1.2	-0.3	-8	-1	1	0	0.7	4	0.7
CC(C)N(C#N)c1nc(N2CCOCC2)nc(N2CCOCC2)n1	-0.9	-0.1	-0.5	-0.4	6	-3	-5	3	-1.6	0	0.0
COc1cccc(CCc2nnc(CCC(=O)N3CCN(Cc4ccccn4)CC3)o2)c1	-1.4	-2.0	1.0	-0.4	-2	0	-4	4	-0.9	-3	0.9
COc1cccc(-c2nn(-c3ccccc3)cc2C(=O)O)c1	-1.4	-1.4	1.7	0.3	-3	0	-9	3	-0.7	-9	0.4
CCN(C#N)c1nc(NC(C)C)nc(NC(C)(C)C)n1	-1.0	2.0	-1.1	1.2	34	-2	4	30	0.7	7	5.0

Single entries from the entries so far.
COc1cccc(CCc2nnc(CCC(=O)N3CCN(Cc4ccccn4)CC3)o2)c1 – HGIII-sPLA2 inh = -4
CCCCCSc1ncccc1C(=O)O – ADAM10 inh = 4

(listing goes on)
SMILES	ssDAF-12 act	hgDAF12 agonist	DAX1 inh-1	DAX1 inh-2	NPR2 activator	SMARCA2 activ	HGIII-sPLA2 inh	NPR1 activator	hcDAF-12 act	ADAM10 inh	FXN GAA850 act
O=C(NN1C(=O)c2cc(Br)ccc2NC1c1ccccc1Cl)c1ccncc1 (centres undefined)	-0.9	-0.1	-0.2	-0.2	4	-3	1	-8	2.8	-4	1.9
S=C(NCCN1CCOCC1)NC1CCCCC1	-1.9	-1.6	1.6	0.4	-3	-1	7	0	-0.1	10	-0.5
CC1CN(C(=O)CCC(=O)N2CCOCC2)c2ccccc2O1 (centres undefined)	-1.9	1.8	1.0	1.1	0	-7	4	0	4.8	-5	1.0
COc1ccc(-c2cn3cc(Br)cnc3n2)cc1	-1.3	5.7	0.3	0.6	-2	7.9*	-2	-1	1.2	-110	4.5
CC(C)C[C@@H](CN1CCC[C@H]1CN1C(=O)C(=O)NC[C@@H]1Cc1ccc(O)cc1)N1C[C@H](Cc2ccccc2)N(CCc2ccccc2)C(=O)C1=O	-0.8	5.7	.	-1.1	4	7	-9	2	-1.1	1	.
O=C(CCNS(=O)(=O)c1ccccc1C(F)(F)F)NCCCc1ccccc1	-0.8	1.9	-0.2	0.9	4	-2	-3	-3	0.9	-5	-0.4
O=C(O)c1cc(NS(=O)(=O)c2ccc3ccccc3c2)ccc1O	-0.3	2.3	3.1	-0.4	9	-1	-15	4	-0.9	7	1.4
COc1ccc(-c2ccnc3nc(-n4cccc4)nn23)cc1	-0.9	-2.5	0.8	-2.2	22	-2	-9	2	-3.6	-324	0.5
CCOC(=O)C1CCCN(C(=O)c2ccccc2Oc2ccccc2)C1 (centres undefined)	-1.3	-0.3	-0.1	0.0	-9	-3	4	-1	-1.2	-1	4.3
CCCN(CC(=O)Nc1ccccc1OC)C(=O)c1ccc(S(=O)(=O)NCc2ccco2)cc1	-1.8	-1.3	0.6	-2.2	-6	0	-9	-1	-0.4	-8	2.0
O=C(O)c1ccc(CNCc2ccc(F)cc2)cc1	-0.5	4.4	0.4	-0.1	2	2	2	5	0.7	-2	2.0
CC1CCCC(C)N1S(=O)(=O)c1ccc(NC(=O)CCn2cnc3ccccc3c2=O)cc1 (centres undefined)	-0.9	0.9	0.8	0.2	2	-3	2	0	-1.1	11	1.0
O=C(NCc1ccc(F)cc1)c1ccncc1	-0.6	2.9	4.4*	-0.4	-2	0	4	2	-0.6	-8	-1.0
CCN(CC)S(=O)(=O)c1ccc(N2CCN(C)CC2)c(NC(=O)CN2C(=O)NC3(CCCCC3)C2=O)c1	-1.1	1.5	-0.5	-0.1	2	0	0	2	-1.5	-5	-3.3
CC1(C(=O)Nc2cccc3cccnc23)CCN1Cc1csc2ccccc12 (centres undefined)	-1.7	-2.2	.	0.6	5	-2	-6	-2	-2.1	-2	2.4
Cc1ccc(CNC(=O)c2cc3c(=O)n4ccccc4nc3n(Cc3ccco3)c2=N)cc1	-0.6	-6.7	-2.2	-1.0	10	6	10	26	-0.7	i	2.2
Cc1cc(N2CCOCC2)nc2ccccc12	-0.7	2.2	1.2	0.1	-2	4	3	4	0.8	-234	4.8
CC(Oc1ccc(F)cc1)C(=O)N(CCC1=CCCCC1)c1c(N)n(Cc2ccccc2)c(=O)[nH]c1=O (centres undefined)	-0.6	-3.0	1.2	-0.7	1	0	-12	-1	-1.3	7	-6.1
C=CCOC(=O)C1=C[C@H](c2ccc3c(c2)OCO3)C[C@H](OCCCCO)O1	-1.4	2.6	-1.2	-0.1	-2	2	-3	0	-0.7	-42	3.1
Cc1ccc(S(=O)(=O)N2CCNC(=O)CC2)cc1	-0.5	-1.3	0.1	0.1	2	-2	0	2	-0.6	-7	-0.1
O=C(COC(=O)c1cccnc1Cl)Nc1ccc(N2CCOCC2)cc1	-1.3	-2.8	0.3	-2.2	-3	-2	8	2	0.8	-12	1.5
CC(C)(C)n1nc2c(c1NC(=O)c1ccc(S(=O)(=O)N3CCCC3)cc1)CSC2	-0.2	1.5	0.5	0.1	1	0	-8	1	2.4	0	-0.7
CCOc1ccc(NC(=O)Cc2cccc3ccccc23)c([N+](=O)[O-])c1	6.7*	-3.2	-0.9	-0.5	5	5	7	2	-0.8	11	1.8
Cc1ccc(N=C2CCCN2Cc2ccccc2)c(C#N)c1	-0.8	1.8	1.0	0.5	5	0	2	-2	-1.3	3	1.2
COc1ccc2c(-c3ccccc3)cc(=O)[nH]c2c1	-1.1	0.3	-0.1	-0.6	-3	-1	7	-2	-0.8	-58	0.7
O=C(CNS(=O)(=O)c1ccc(Br)s1)NC1CCCc2ccccc21 (centres undefined)	0.2	-1.5	-0.5	-0.3	0	-1	-42	-5	2.0	14	0.6
CN1CCN(C2=C(Cl)C(=O)N(C3CCCCC3)C2=O)CC1	-1.1	-1.6	-2.0	-0.5	1	-3	4	6	-1.1	-4	2.3
O=C(CNC(=O)c1ccc(Cl)cc1)OCC(=O)c1ccc2c(c1)OCCO2	-1.7	-0.1	-0.6	-0.2	1	7	1	5	-1.8	3	1.4
CC1(C)Cc2c(sc3nc(N/N=C/c4ccccc4)[nH]c(=O)c23)CO1	-1.6	1.4	0.0	-0.4	-1	-3	0	5	-0.6	-7	2.9
CC1(C(=O)O)CCCN1C(=O)c1cccc(C(F)(F)F)c1 (centres undefined)	-0.4	-3.2	.	-0.1	5	-4	17	1	0.7	-5	-1.3
COc1cc(CC(=O)OCC(=O)N2CC(C)CC(C)C2)cc(OC)c1OC (centres undefined)	-1.2	3.3	-1.0	-0.7	0	-2	1	4	-0.2	-5	0.7
Cc1ccc2c(c1)nnn2C1CCN(S(=O)(=O)c2ccc(C(=O)O)cc2)CC1	-1.6	0.3	-0.1	-0.5	8	3	-4	2	-1.3	8	0.7
COc1ccc(C(=O)NCC(=O)OCC(=O)Nc2sccc2C#N)cc1OC	1.1*	5.2	6.4*	0.8	-2	0	-3	-6	4.3	-6	2.0
Cc1ccccc1NC(=S)Nc1ccc2[nH]c(=O)[nH]c2c1	-1.1	-1.2	1.4	0.5	0	6	-1	-2	-0.1	-3	2.4
CCN(CC)C(=O)CSc1nnc(-c2ccccn2)n1C	-1.1	2.3	.	-0.4	0	-6	10	3	-0.7	-10	.
CCN(CC)C(=O)CN1C(=O)C(=O)c2ccccc21	-1.0	-0.2	1.1	-0.4	2	-1	0	-2	1.9	-2	1.3
CCCCN(CC)CCNC(=O)c1cc2c(=O)n(C)c3ccccc3c2n1C	-0.6	3.1	3.1	2.2	0	1	2	0	4.8	-83	2.8
CCCOc1c(Br)cc(C(=O)NCC)cc1OC	-0.7	1.0	0.2	-0.3	8	0	7	2	-2.9	7	2.0
O=C(Nc1cccc(-c2csc(Nc3ccccc3)n2)c1)c1ccccc1	-1.3	4.3	-1.7	-0.2	-2	4	-14	-3	0.6	12	-1.0
COc1ccc(CNC(=O)CN(CC2CCCO2)C(=O)CNS(=O)(=O)c2ccc(C)cc2)cc1 (centres undefined)	-1.0	-1.1	0.4	-0.7	2	0	-3	1	1.0	-2	0.4
COc1ccc(S(=O)(=O)N2CCCC(C(=O)N3CCOCC3)C2)cc1C (centres undefined)	-1.2	-2.3	-0.7	0.3	1	-2	9	0	-1.5	-5	0.1
O=[N+]([O-])c1ccc(N2CCN(CCO)CC2)cc1NCc1ccco1	-1.3	-1.8	-0.5	-0.8	3	-3	9	2	-0.5	-7	2.8
O=C(O)CSc1nnc(C2CC2)n1-c1ccccc1	-0.4	-0.7	-0.1	-0.6	2	1	1	5	-0.3	5	0.6
COc1ccc(C(=O)C2CCN(C(=O)c3ccc(OC)cc3)CC2)cc1	-1.8	-6.0	-1.0	-1.3	2	-5	-3	-3	-2.6	-3	0.6
C[C@H](c1ccccc1)N1C[C@@H](COCc2ccccc2)Oc2cc(N3CC[C@@H](N(C)C)C3)ccc2S1(=O)=O	-1.1	2.2	.	0.3	2	-3	-2	3	-0.4	-2	.
COc1ccc(/C=N/NC2=NS(=O)(=O)c3ccccc32)cc1	-1.1	0.6	-1.1	0.5	2	-1	-6	2	-1.6	0	-0.7
COc1cc2cc(CN(Cc3cccnc3)C(=O)Nc3ccccc3)c(=O)[nH]c2cc1OC	-1.4	-3.7	0.5	-0.8	0	-2	2	0	-1.3	-189	-2.2
O=C(NC1CCCCC1)C(c1ccncc1)N(C(=O)c1csnn1)c1ccccc1 (centres undefined)	0.1	2.0	-0.3	0.5	-2	6	3	1	1.5	4	1.7
C=CCO/N=C/C1C(=O)CC(C)(C)CC1=O	-1.2	0.3	0.7	0.6	-2	5	1	5	0.1	0	0.0
Cn1c(=O)cc(SCC(=O)N2CCOCC2)c2ccc(Cl)cc21	-1.0	0.0	1.6	0.6	4	3	4	-4	-0.9	-13	-0.1

Screening results from PubChem.

An unsorted share of the library; any-hit rate near 6.6%.
